# Assay outcomes from PubChem.
# AmpC inh det – AmpC beta-lactamase inhibition, detergent assay; purified AmpC, nitrocefin hydrolysis with detergent; Potency, µM (top dose mostly 28.7 µM), for the others: at the highest dose activity change, negative = inhibition; 0.09% of 71,000 active; active = well fitted curve in the direction sought with a large enough effect
# Target sequence (P00811 whole entry, looked up): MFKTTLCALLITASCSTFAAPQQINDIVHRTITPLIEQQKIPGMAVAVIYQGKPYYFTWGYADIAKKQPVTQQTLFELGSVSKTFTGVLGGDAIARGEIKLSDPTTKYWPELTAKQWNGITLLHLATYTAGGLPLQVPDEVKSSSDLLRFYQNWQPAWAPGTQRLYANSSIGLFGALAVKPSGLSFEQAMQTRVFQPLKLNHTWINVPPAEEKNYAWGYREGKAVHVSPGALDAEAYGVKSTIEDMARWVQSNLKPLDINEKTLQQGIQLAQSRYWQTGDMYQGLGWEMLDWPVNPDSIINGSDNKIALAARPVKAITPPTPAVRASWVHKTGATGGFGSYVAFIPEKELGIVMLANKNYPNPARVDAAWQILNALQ
#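 E. coli AmpC (5.3 nM) in 20 mM phosphate pH 7.0 with 0.01% Triton X-100, preincubated 15 min RT with compound; nitrocefin (2 uL of 800 uM stock) hydrolysis followed by 480 nm absorbance every 20 s over 4 min.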
# Active calls of the source: *; & = joins results of further samples; [ ] = dose if it differs, or a comment. % is scaled to controls: 0 for no effect and ±100 for the full control effect; potency is read from the fitted curve at half-maximal effect. This is a subset; the hit share may differ from the screen's.
structure,AmpC inh det
COc1ccc(OC)c(S(=O)(=O)Nc2cnc3ccccc3c2)c1,3%
O=c1[nH]c(N2CCN(c3ccccc3)CC2)nc2c1CCC2,-4%
CCC(C)(C)n1nnnc1C(c1ccccc1OC)N1CCSCC1 (centres undefined),-1%
COC(=O)c1cc(Br)c(=O)n(CC(C)C)c1,0%
Cc1nc(NCCCN2CCOCC2)c2oc3ccccc3c2n1,-4%
C/C=C/CSc1nc2c(c(=O)[nH]c(=O)n2C)n1Cc1ccc(C)cc1,11%
COc1ccc(N2CSC3=C(C#N)C(c4cc(OC)ccc4OC)CC(=O)N3C2)c(OC)c1 (centres undefined),1%
CCOCCCNC(=O)c1c[nH]c2ccc(S(=O)(=O)Nc3cccc(OC)c3)cc2c1=O,3%
Cc1ccc(S(=O)(=O)Nc2nc3ccc(S(C)(=O)=O)cc3s2)cc1,-2%
CCOC(=O)c1c(NC(=O)CSc2nnnn2-c2ccc3c(c2)OCO3)sc(C)c1C,15%

# Other records
structure,AmpC inh det
N[C@H](CCl)C(=O)O,-1%
Cc1onc(-c2ccccc2Cl)c1-c1nc(-c2ccccn2)no1,-3%
Cc1ccc(-c2cc(C(F)(F)F)c(C#N)c(SCCC#N)n2)o1,-1%
CCCc1[nH]nc2c1C(C1CC=CCC1)C(C#N)=C(N)O2 (centres undefined),4%
O=C(OCCN1CCCCC1)c1c[nH]c2ccccc12,-5%&-4%
Cc1ccc(NC(=O)CCNS(=O)(=O)c2ccc3c(c2)oc(=O)n3C)c(C)c1,0%
O=C(CCN1CCCCC1)c1csc2ccccc12,-2%[5.75 µM]
CCC(CC)C(=O)NCCc1ccc(OC)c(OC)c1,8%
CC(=O)c1cc(-c2ccccc2)n(CC(=O)NCc2cccs2)c1C,-1%
CCN1CCN(c2ccc(NC(=O)c3cccnc3)cc2Cl)CC1,-3%

# Five structures already listed, ordered by length of the SMILES, smallest number first.
structure,AmpC inh det
CCC(CC)C(=O)NCCc1ccc(OC)c(OC)c1,8%
CCN1CCN(c2ccc(NC(=O)c3cccnc3)cc2Cl)CC1,-3%
CCCc1[nH]nc2c1C(C1CC=CCC1)C(C#N)=C(N)O2 (centres undefined),4%
Cc1onc(-c2ccccc2Cl)c1-c1nc(-c2ccccn2)no1,-3%
Cc1ccc(-c2cc(C(F)(F)F)c(C#N)c(SCCC#N)n2)o1,-1%

# Next section
structure,AmpC inh det
CCOC(=O)N1CCC(Nc2c(OCC)c(=O)c2=O)CC1,12%
COC(=O)c1cc(Cl)c(NS(=O)(=O)c2ccccc2)cc1OC,-6%
Cc1cc(N2CCN(C/C=C/c3ccccc3)CC2)n2ncnc2n1,10%
O=C(c1ccc(=O)oc1)N1CCCc2ccccc21,-5%
CC(=O)Nc1ccc(C(=O)CSc2nnc(C)o2)cc1,-3%
CC1CCN(C(=O)COC(=O)c2cc3ccccc3cc2O)CC1,-5%
COC(=O)c1ccc(COc2cc(O)c3c(c2)OC(C)(C)CC3=O)cc1,-5%
CCOC(=O)N1CCN(C(=O)c2ccccc2NC(=O)c2ccc(OC)cc2)CC1,-2%
Fc1ccc(N2CCN(Cc3ccc4c(c3)OCO4)CC2)cc1,-1%
Cc1ccccc1NC(=O)CSc1nnc(Cc2cccn2C)n1-c1ccc(F)cc1,14%

# (cont.)
structure,AmpC inh det
CCN(CC)CCCC(C)n1c(-c2ccccc2)nc2c(N(CCOC)CCOC)nc(C)nc21 (centres undefined),10%
COC(=O)CC1=C(C(=O)OC)C2(C(=O)Nc3c(C)cccc32)C(C#N)=C(N)O1 (centres undefined),10%
CCN(CC)S(=O)(=O)c1cc(C(=O)Nc2ccccc2C(=O)O)ccc1OC,-5%
C[C@@]12CCC(=O)C=C1CC[C@H]1[C@@H]2[C@@H](O)C[C@]2(C)[C@@H]1CC[C@@]2(O)C(=O)COC(=O)C1CCCC1,-2%[5.75 µM]
COC(=O)CNC(=O)COC(=O)c1cc(Cl)cc(Cl)c1N,-2%
CC1CCN(C(=O)CNC(=O)Cn2ccc3ccccc3c2=O)CC1,12%
O=C(NCCN1CCN(c2ccccc2F)CC1)C1c2ccccc2C(=O)N2CCc3ccccc3C12 (centres undefined),26%
COC1(OC)N=C(NC(=O)Nc2ccccc2)C2(C#N)C(c3ccccc3)C12C#N (centres undefined),-2%
O=c1cccc2n1CC1CC2CN(Cc2c(Cl)cccc2Cl)C1 (centres undefined),-6%
CCOC(=O)CCSc1nc(C)cc(C(F)(F)F)c1C#N,-3%

# The results go on.
structure,AmpC inh det
COC(=O)c1cc(NC2c3ccccc3C(=O)N2c2ccc(Cl)cn2)cc(C(=O)OC)c1 (centres undefined),15%
C=CCn1c(C)c(C(C)=O)c(N2CCCC2)nc1=S,10%
Cc1ccc(C(=O)NCCN(C)C)c(C)c1,-3%
COC(=O)c1[nH]c(C)c(/C(O)=C2\C(=O)C(=O)N(CCN(C)C)C2c2ccc(C)o2)c1C (centres undefined),7%
CN1CC(=O)N/C1=N\C(=O)Nc1ccc2c(c1)N(C)C(=O)CS2,0%
CS(=O)(=O)NCCSCc1ccc(Cl)cc1,3%
c1ccc(CN(Cc2ccco2)C(c2ccncc2)c2nnnn2C2CCCC2)cc1 (centres undefined),11%
CC1=CC(=C(C#N)c2nc3ccccc3s2)C=C(C)N1Cc1ccco1,-6%
Cc1ccccc1-c1cc(Nc2ccc(F)cc2)ncn1,7%
CCOc1ccc(C)cc1S(=O)(=O)Nc1cccnc1,2%

# (cont.)
structure,AmpC inh det
CCCc1ccc(OCC(O)CN2CCN(c3ccccc3)CC2)cc1 (centres undefined),-5%
CCOc1cc(S(=O)(=O)NCc2ccccc2)ccc1F,-2%
CC1(C)CC(=O)N(c2ccccc2)C1(C)O (centres undefined),10%
C=CCn1c(SCC(=O)C(C)(C)C)nnc1-c1cccs1,-1%
COc1ccc(CCNC(=O)COC(=O)c2cnccn2)cc1,11%
COc1ccc(NC(=O)/C=C\c2ccc(Cl)cc2)cc1,0%
COc1cc(NC(=O)C2CCC(CNc3c(N4CCCCC4)c(=O)c3=O)CC2)cc(OC)c1 (centres undefined),13%
COc1ccc(NCc2nnc(SCC(=O)Nc3cc(C(F)(F)F)ccc3Cl)o2)cc1,10%
CC(C)CSC[C@@H]1O[C@H](n2cnc3c(N)nccc32)[C@H](O)[C@@H]1O,-4%[5.75 µM]
COc1ccc2[nH]c(=O)c(CN(CCCN(C)C)C(=O)Nc3ccccc3)cc2c1,-1%

# Next part:
structure,AmpC inh det
CCOC(=O)Cn1c(C(C)=O)nc2ccccc21,6%
COc1cccc(-c2nnc(SCc3cccnc3)o2)c1,-2%
COc1cccc(C(=O)NC2CC3CCCC(C2)N3CC(=O)Nc2ccc(N(C)C)cc2)c1 (centres undefined),-2%
CN(c1ccc(C(=O)NCc2ccco2)cc1)S(C)(=O)=O,-4%
O=C(c1c[nH]c2ccc(S(=O)(=O)N3CCOCC3)cc2c1=O)N1CCCC1,-4%
CCOC(=O)c1cnc2c(C)c(Cl)ccc2c1N1CCOCC1,14%
CCCN1Cc2cccc(C(=O)Nc3ccc4c(c3)OCO4)c2C1=O,-3%
Cc1noc(C)c1CSc1nc2ccccc2n1CCc1ccccc1,-3%
Cc1c(Cl)cccc1NC(=O)CCN1CCCCC1,-1%
ClC(Cl)(Cl)c1ccccc1,10%&9%

# Shown with each value named: three of the compounds above
Cc1c(Cl)cccc1NC(=O)CCN1CCCCC1
  AmpC inh det: -1%
ClC(Cl)(Cl)c1ccccc1
  AmpC inh det: 10%&9%
CCCN1Cc2cccc(C(=O)Nc3ccc4c(c3)OCO4)c2C1=O
  AmpC inh det: -3%

# Next entries follow:
structure,AmpC inh det
COC(=O)c1cn(C(=O)c2ccccc2F)nc1N,-1%
CCCCNc1nc(C)nc2c1nc(C)n2CCC,12%
COc1ccc(C2=NOC(C(=O)NCC(C)C)C2)cc1 (centres undefined),-3%
Cc1cc(S(=O)(=O)NCCCN2CCOCC2)ccc1F,-2%
COc1cccc(-c2cc(C(=O)Nc3cccc(O)c3)no2)c1,26%
O=C(C1CCN(S(=O)(=O)c2cccnc2)CC1)N1CCN(C2CCCC2)CC1,-2%
COc1cccc(-n2c(SCC(=O)O)nnc2-c2cccnc2)c1,-1%
COc1ccc(OC)c(NC(=O)C2C3CCC(O3)C2C(=O)O)c1 (centres undefined),6%
Cc1ccc(S(=O)(=O)C2(C(=O)Nc3ccc4c(c3)OCO4)CC2)cc1,22%
O=C(Oc1ccc(/C=N/O)cc1)c1ccccc1,7%

# Other entries
structure,AmpC inh det
CS(=O)(=O)N1CCC2(CC1)CN(c1cccc(-c3ccccc3)c1)C2,6%
O=C(Nc1ccccc1-c1nc2ccccc2s1)c1ccco1,-4%
COC(=O)c1nnn(-c2nc(N3CCCCC3)nc(N3CCCCC3)n2)c1C,-3%
C=CCn1c(SCC(=O)Nc2c(C)nn(Cc3ccccc3)c2C)nnc1C(O)c1ccccc1 (centres undefined),-4%
COc1ccc(S(=O)(=O)N2CCCC2C(=O)NCc2cccs2)cc1 (centres undefined),11%
CCCCOC(=O)CCc1n[nH]c(=O)[nH]c1=O,9%
O=C(CCCn1c(=S)[nH]c2ccc(Br)cc2c1=O)N1CCN(c2ccccn2)CC1,-3%
O=c1nc2ccccc2c2n1C[C@H](CN1CCN(c3ccccc3)CC1)N2,-2%
Cc1ccc(S(=O)(=O)NCCCN(C)C)cc1,0%
CCCCn1c(SCC(=O)Nc2cc(C)[nH]n2)nc2ccsc2c1=O,13%

# Additional compounds:
structure,AmpC inh det
O=C(C1CC1)N1CCc2cc(Br)cc(S(=O)(=O)NCC3COc4ccccc4O3)c21 (centres undefined),-3%
c1cc2n(c1)-c1c(ccc3c1OCO3)CNC2c1ccc2c(c1)OCO2 (centres undefined),-5%
c1ccc(CN2CCN(c3nc4ccccc4n4cnnc34)CC2)cc1,10%
CC(=O)OC1CC(C)(C)N(OC(=O)c2ccccc2)C(C)(C)C1,-1%
Cc1nc(SCN2C(=O)c3ccccc3C2=O)n[nH]1,-6%
CCOC(=O)c1c(C)[nH]c(C)c1C(=O)COC(=O)c1cccc(S(=O)(=O)NC)c1,-1%
O=C(CNC(=O)c1ccco1)OCc1ccc(C(=O)Oc2ccccc2)cc1,-3%
COCCn1cc(C(=O)N2CCC(C)CC2)c2c3ccccc3n(C)c2c1=O,7%
CCOCCCNC(=O)C1CCC(CNS(=O)(=O)c2ccc(F)cc2)CC1 (centres undefined),-2%
Cc1ccc(-c2nnc3sc(CCc4ccccc4)nn23)cc1,-3%

# Later entries.
structure,AmpC inh det
Cc1ccc(C(=O)N(Cc2nc(-c3ccc(C)cc3)no2)C(C)C)cc1,11%
Brc1ccc(-c2cn3cccnc3n2)cc1,-3%
CN1C(=O)c2ccccc2C(C(=O)NCCCN2CCCC2=O)C1c1c[nH]c2ccccc12 (centres undefined),-3%
Cc1ccccc1NC(=O)CSC(N)=O,-1%
C=C(c1ccc(O)cc1)c1ccc(O)cc1,-2%
CCOc1ccccc1CN(Cc1ccco1)S(=O)(=O)c1ccc(-n2cnnn2)c(OC)c1,25%
COc1ccccc1Cn1c(CCCO)nc2ccccc21,-4%
CNc1cc(-n2nc(C)cc2-c2ccccc2)ncn1,0%
CC(C)Cn1c(N)c(C(=O)CSc2nnnn2-c2ccc(Cl)cc2)c(=O)n(C)c1=O,2%
CCc1ccccc1N1CSC2=C(C#N)C(c3cc(OC)c(OC)cc3OC)CC(=O)N2C1 (centres undefined),-1%

# Further structures follow:
structure,AmpC inh det
COc1cc(CC(=O)OC2CCOC2=O)cc(OC)c1OC (centres undefined),-3%
COc1ccccc1NC(=O)c1cccc(NC(=O)c2ccco2)c1,-3%
CCNc1ncc2ncc(=O)n(Cc3cccs3)c2n1,0%
O=C(O)[C@@H](c1ccccc1)[C@@H](C(=O)O)c1ccccc1,-1%[5.75 µM]
CN(C)CCCOc1nn(Cc2ccccc2)c2ccccc12,2%[12.8 µM]
O=C1CC(N2CCN(c3ccc(S(=O)(=O)N4CCOCC4)cc3)CC2)C(=O)N1Cc1ccccc1 (centres undefined),-3%
O=c1cc(N2CCc3ccccc3C2)[nH]c(=O)n1-c1ccc(Cl)cc1,-3%
CCS(=O)(=O)N1CCC(c2nc(-c3ccc(C)cc3)no2)CC1,2%
Cc1ccc(-c2cc(C(=O)NCCN3CCOCC3)no2)cc1,-2%
CCOc1cc(C2CC(=O)N3CN(C4CCCCC4)CSC3=C2C#N)ccc1O (centres undefined),12%

# (more compounds)
structure,AmpC inh det
COc1ccc(CNC(=O)CCCNS(=O)(=O)c2cccc3nonc23)cc1,-1%
CCOC(=O)Cc1csc(NS(=O)(=O)c2ccc3c4c(cccc24)C(=O)N3CC)n1,9%
Nc1nnnn1/N=C/C(Br)=C/c1ccccc1,1%
CCOC(=O)c1[nH]c(C)c(C(=O)Nc2ccc(C)cc2C)c1C,13%
CCOc1ccc(C(=O)N2CCCC2)cc1OC,-4%
CC1CCc2nc(NC(=O)c3ccco3)sc2C1 (centres undefined),-2%
Cc1cc(C)cc(-n2ccnc2SCC(=O)Nc2nccs2)c1,-1%
Cc1ccccc1NC(=O)c1ccccc1NC(=O)c1ccco1,-5%
COc1ccccc1OCc1ccc(C(=O)NCc2ccco2)o1,9%
CCOC(=O)c1c(NC(=O)c2cc(C3CC3)on2)sc2c1CCCC2,6%
CC(NC(=O)c1cncc(Br)c1)c1ccc(S(N)(=O)=O)cc1 (centres undefined),-3%
COc1cc(-c2nnc(SCc3cccnc3)n2C)cc(OC)c1O,-6%
CCC1CCCCN1C(=O)CSc1nnc(CNC(=O)c2cc(OC)c(OC)c(OC)c2)o1 (centres undefined),0%
